Source: PubChem
GRP78 ERSR act: ER stress response induction in glioma | U87-MG GRP78 promoter luciferase reporter, 16 h | AID 602332 | Potency, µM, for inactives: at the top dose activation, usual class: activators | actives 0.02% (n = 420,000); also: potency is read from the fitted curve at half-maximal effect; series mostly up to about 76 µM; % of control where 0% means no effect; nearly all actives have a fitted effect of over 35% in size
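ERSR induction read as luciferase luminescence (Bright-Glo, 10 min at room temperature) in stably transfected human U87-MG glioma cells exposed to compounds for 16 h, using GRP78 as sensor.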
D1 antag: blocks dopamine activation of the human D1 receptor; activity change, negative = inhibition, % at 10 µM; AID 504652; HEK293 TREx D1 cells, calcium flux, dopamine EC80; stronger effect = lower value; P21728; actives 3.2% (n = 360,000); in the data active = activity change below about -30%; also: % is scaled to controls: 0 for no effect and ±100 for the full control effect
Target sequence (P21728 whole entry, looked up): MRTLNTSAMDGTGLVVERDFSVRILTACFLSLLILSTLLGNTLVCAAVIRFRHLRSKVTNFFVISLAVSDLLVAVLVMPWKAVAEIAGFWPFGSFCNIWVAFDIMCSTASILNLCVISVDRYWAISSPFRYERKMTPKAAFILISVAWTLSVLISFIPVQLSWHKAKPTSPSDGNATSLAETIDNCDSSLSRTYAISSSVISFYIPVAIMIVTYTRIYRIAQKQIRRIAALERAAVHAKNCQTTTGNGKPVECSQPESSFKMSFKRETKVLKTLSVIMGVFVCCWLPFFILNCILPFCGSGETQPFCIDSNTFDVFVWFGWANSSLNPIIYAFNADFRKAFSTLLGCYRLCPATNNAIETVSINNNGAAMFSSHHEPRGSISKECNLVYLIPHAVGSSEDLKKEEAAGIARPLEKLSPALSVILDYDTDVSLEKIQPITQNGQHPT
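Inducible Hek293 Trex D1 cells (tetracycline, overnight, 30 C). Calcium dye 30–90 min RT. Antagonist mode: EC80 dopamine added after 180 s compound read.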
Vif-A3G inh: inhibitors of Vif-APOBEC3G interaction; HeLa A3G-eYFP + Vif (tagged APOBEC3G with the HIV-1 protein that degrades it), YFP fluorescence, overnight; Potency, µM (titrated, usually from 46.1 µM), inactives show top-dose activity, negative = active, hits mostly inhibitors; actives 0.076% (n = 410,000); AID 602310;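 also: potency is read from the fitted curve at half-maximal effect; % is scaled to controls: 0 for no effect and ±100 for the full control effect; nearly all actives have a fitted effect of over 60% in size; hits raise eYFP signal because A3G escapes Vif-driven loss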
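HeLa cells stably expressing Vif and C-terminally eYFP-tagged A3G, seeded overnight at 37 deg C, then exposed to compound by pintool overnight at 37 deg C. Rise in yellow fluorescence (Ex 488/Em 500-530, Acumen) marks blocked Vif-driven A3G degradation.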
D1 agonist: activates the human D1 dopamine receptor; P21728; actives 1% (n = 360,000); activation, % at 2 µM; HEK293 T-REx D1 cells, calcium flux, agonist mode; in the data active = activation above about 30%; also: 0% is about no effect
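Tetracycline-induced HEK293 TREx D1 cells, force-coupled to calcium signalling, were dye-loaded with a no-wash calcium kit. Compound was pin-added after a 10 s baseline. Fluorescence was read kinetically at 1 cycle/s for 180 s, with calcium rises flagged as agonism.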
Vif-APOBEC3F blk: blocks the Vif interaction with APOBEC3F; HeLa A3F-eYFP + Vif (tagged APOBEC3F with the HIV-1 protein that degrades it), YFP fluorescence increase; Potency, µM (doses to about 46.1 µM), for inactives: at the highest dose activity, negative = active; actives 0.2% (n = 390,000); AID 602313; also: potency is read from the fitted curve at half-maximal effect; % of control where 0% means no effect; nearly all actives have a fitted effect of over 65% in size
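Fluorescence increase (Ex 488/Em 500-530) after overnight compound treatment at 37 deg C flags inhibition of Vif-driven A3F-eYFP loss in stable HeLa A3F-eYFP/Vif cells seeded overnight beforehand.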
D2 PAM: D2 dopamine receptor (human) potentiation. P14416. HEK293 T-REx D2, calcium flux, EC20 dopamine potentiation. potentiation, % at 10 µM. AID 485347. actives 0.34% (n = 340,000);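 active = potentiation over 3 SD above the plate norm, cut at about 30% in these data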; also: 0% is about no effect
Target sequence (P14416 whole entry, looked up): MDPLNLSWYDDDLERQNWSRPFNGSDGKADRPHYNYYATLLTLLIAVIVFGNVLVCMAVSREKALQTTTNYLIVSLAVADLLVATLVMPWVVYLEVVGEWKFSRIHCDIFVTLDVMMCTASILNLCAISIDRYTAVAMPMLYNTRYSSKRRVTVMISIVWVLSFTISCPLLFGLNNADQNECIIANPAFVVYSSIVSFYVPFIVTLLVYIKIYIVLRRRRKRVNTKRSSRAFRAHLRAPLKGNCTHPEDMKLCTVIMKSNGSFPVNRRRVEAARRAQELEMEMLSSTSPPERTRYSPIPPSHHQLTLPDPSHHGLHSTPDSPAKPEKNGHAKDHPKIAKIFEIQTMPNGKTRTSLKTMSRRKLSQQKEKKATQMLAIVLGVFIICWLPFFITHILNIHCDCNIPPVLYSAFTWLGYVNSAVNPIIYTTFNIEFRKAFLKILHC
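Potentiation of an EC20 dopamine calcium response is measured in a force-coupled, tetracycline-inducible Hek293 Trex D2 line. Compound-only kinetic reads over 180 s flag agonists before dopamine addition.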
D1 PAM: enhances dopamine response at the human D1 receptor; HEK293 TREx D1 cells, calcium flux, dopamine EC20 potentiation; actives 0.036% (n = 360,000); P21728; AID 504651; potentiation, % at 10 µM; in the data active = potentiation above about 30%; also: 0% is about no effect
LDHA inh: LDHA (human) enzyme inhibition. P00338. purified LDHA, NADH/diaphorase-resazurin fluorescence; stronger effect = lower value. activity change, % (values are at about 110 or 230 µM). actives 0.15% (n = 480,000); in the data active = activity change below about -30%; inconclusive = mostly about -25% to -30%;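 also: plate controls were DMSO wells for no effect and wells without enzyme for full effect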
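Remaining NADH was detected by diaphorase (0.133 mg/mL) converting 37 µM resazurin to fluorescent resorufin, read at 0 and 20 minutes. The preceding 5-minute room-temperature reaction used 2 nM LDHA, 0.2 mM sodium pyruvate and 0.06 mM NADH at pH 7.4.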
RXFP1 agonist: activates the human relaxin receptor RXFP1. Potency, µM (top dose mostly 57.5 µM), without a hit: at the top dose activation, usual class: activators. Q9HBX9. HEK293T-RXFP1 cAMP TR-FRET, 30 min; response scale: percent of porcine relaxin response, buffer zero. actives 0.3% (n = 370,000); also: potency is read from the fitted curve at half-maximal effect; % is scaled to controls: 0 for no effect and ±100 for the full control effect; nearly all actives have a fitted effect of over 60% in size; many of its hits are not listed in these tables
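HEK293 cells stably expressing RXFP1, treated 30 min at 37C with compounds plus PDE4 inhibitor Ro 20174; cAMP measured by HTRF TR-FRET. Normalized to buffer and 29 nM porcine relaxin; EC50 by Hill fit.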
Numbers without * were called inactive; ? = inconclusive; / = no result given; & = joins results of further samples. Unless noted, calls follow the shape of the dose curve; as a rule, active = well fitted curve in the direction sought with a large enough effect; inconclusive = small, poorly fitted or top-dose-only effect, or another doubt; inactive = no such curve, though single readings can be large; an effect the other way counts as inactive or inconclusive.

SMILES	GRP78 ERSR act	D1 antag	Vif-A3G inh	D1 agonist	Vif-APOBEC3F blk	D2 PAM	D1 PAM	LDHA inh	RXFP1 agonist
CCN(CC(=O)Nc1ccc(NC(C)=O)cc1)C(=O)C(c1ccccc1)c1ccccc1	-3%	-5	-1%	2	-2%	-4	-9	1	-0.4%
O=C(COc1ccccc1)Nc1nc(-c2ccncc2)cs1	0%	5	2%	4	-33%	13	-5	-5	1.7%
COc1ccc(C)cc1NC(=O)NCc1ccccc1F	2%	/	1%	-1	6%	-3	-5	-8	0.3%
CC1Cc2ccccc2N1C(=O)CSc1nc(-c2ccccc2)cs1 (stereo not drawn)	4%	3	0%	4	1%	-5	0	-9	2.2%
CC1CCCCN1C(=O)c1cc2c(=O)n3ccccc3nc2s1 (stereo not drawn)	3%	-3	0%	4	2%	0	/	-1	?
Cc1cc(Cl)ccc1OCC(=O)NNC(=O)CCOc1ccccc1	-2%	14	2%	0	-17%	4	2	-3	1.4%
Cn1cccc1C(=O)N1CCN(c2cccc(C(F)(F)F)c2)CC1	-3%	-13	0%	5	5%	16	-4	9	-0.2%
COc1ccc(-c2coc3c(C)c4oc(=O)c(CCC(=O)O)c(C)c4cc23)cc1	0%	0	-6%	2	-8%	4	9	2	1.7%
Nc1cn(C2OC(CO)C(O)C2O)c(=O)[nH]c1=O (stereo not drawn)	-4%	-11	4%	0	-1%	/	1	-12	1.6%
CCN1CCN(S(=O)(=O)c2ccc(Cl)c(C(=O)N(C)Cc3ccc(Cl)cc3Cl)c2)CC1	-3%	-10	4%	4	-11%	-16	5	-8	-0.6%
COc1ccc([N+](=O)[O-])cc1NC(=O)c1ccc(N(Cc2ccccc2Cl)S(C)(=O)=O)cc1	-3%	7	1%	0	10%	-4	3	0	-1.7%
O=C(Nc1ccc(OC(=O)c2cccnc2)cc1)c1cccnc1	5%	-18	1%	2	-2%	-10	-3	-3	0.1%
Cn1nc(-c2ccc(Cl)cc2)c2cc(C(=O)NCCCN3CCOCC3)sc21	10%	4	7%	3	?	/	-3	-6	0.8%
CCOc1ccc(CCNC(=O)c2cnc3c(-c4ccc(F)cc4)c(C)nn3c2C)cc1	-1%	-14	1%	4	6%	-6	-4	0	-1.2%
Cc1ccc(OCC(=O)c2cc(C)n(-c3ccccc3)c2C)c([N+](=O)[O-])n1	-11%	-14	0%	6	-7%	0	-5	23	-0.5%
O=C(c1ccsc1)N1CCCC(N2CCN(c3cccc(Cl)c3)CC2)C1 (stereo not drawn)	-1%	-15	-4%	1	2%	0	1	-2	1.7%

Reformatted with two lines to a compound: part of the list above
The line under a structure holds: GRP78 ERSR act	D1 antag	Vif-A3G inh	D1 agonist	Vif-APOBEC3F blk	D2 PAM	D1 PAM	LDHA inh	RXFP1 agonist
- O=C(Nc1ccc(OC(=O)c2cccnc2)cc1)c1cccnc1
  5%	-18	1%	2	-2%	-10	-3	-3	0.1%
- Cn1nc(-c2ccc(Cl)cc2)c2cc(C(=O)NCCCN3CCOCC3)sc21
  10%	4	7%	3	?	/	-3	-6	0.8%
- CCOc1ccc(CCNC(=O)c2cnc3c(-c4ccc(F)cc4)c(C)nn3c2C)cc1
  -1%	-14	1%	4	6%	-6	-4	0	-1.2%
- Cc1ccc(OCC(=O)c2cc(C)n(-c3ccccc3)c2C)c([N+](=O)[O-])n1
  -11%	-14	0%	6	-7%	0	-5	23	-0.5%

Later entries.
SMILES	GRP78 ERSR act	D1 antag	Vif-A3G inh	D1 agonist	Vif-APOBEC3F blk	D2 PAM	D1 PAM	LDHA inh	RXFP1 agonist
CCOc1ccc(C(=O)COC(=O)c2c(-c3ccccc3)noc2C)cc1	-5%	-17	?	14	-19%	-5	2	-1	0.4%
CCn1c(C(=O)O)c(CC(=O)Nc2cccc(C(F)(F)F)c2)c2ccccc21	-1%	3	-12%	2	-1%	-12	-3	-2	0.0%
Cc1ccc(Oc2c(C(F)(F)F)oc3c(CN4CCCCC4C)c(O)ccc3c2=O)cc1 (stereo not drawn)	0%	1	3%	0	-2%	12	-1	1	7.7%
Cn1c(O)c(N=NC(=O)CNC(=O)c2ccco2)c2ccccc21	-1%	-2	0%	1	1%	0	-3	-7	-0.2%
CCOC(=O)C1=C(C)N(C)C(C)=C(C(=O)OCC)C1c1ccccc1	-1%	-9	0%	4	-1%	3	-6	-2	3.4%
O=C(O)c1ccc2c(=O)n3c(nc2c1)/C(=C/c1cccc(Cl)c1Cl)CCCC3	4%	-5	-16%	2	4%	3	3	-12	4.4%
O=C(CN1CCN(Cc2ccccc2)CC1)Nc1cccc(Br)c1	-7%	-10	-2%	7	24%	/	-7	-4	-3.4%
Cc1onc(-c2ccccc2Cl)c1C(=O)N1CCN(c2nc3ccccc3s2)CC1	-4%	28	4%	6	-3%	5	6	-9	0.8%
O=C(Nn1c(Cc2cccs2)nc2ccccc2c1=O)c1ccc(F)c(F)c1	-6%	-8	-1%	2	0%	8	4	3	0.5%
COC(=O)c1scc(C)c1NC(=O)CSc1ccc(Cl)cc1	-4%	21	-3%	0	-1%	-5	5	-6	0.0%
Cc1cc(S(=O)(=O)NCC(c2ccc(N(C)C)cc2)N2CCOCC2)ccc1F (stereo not drawn)	-4%	2	1%	1	4%	1	2	12	-0.8%
CCCCCN(C(=O)COC(=O)c1ccc(Br)o1)c1c(N)n(CCCC)c(=O)[nH]c1=O	-7%	7	-1%	3	4%	6	-1	-6	-0.4%
Cc1ccc(/C=C/C(=O)OCC(=O)Nc2cccnc2Cl)cc1	-2%	4	1%	2	-23%	2	-1	-2	1.2%
COc1ccc(CCNC(=O)Cc2cccc(C(F)(F)F)c2)cc1OC	4%	0	2%	7	6%	/	-5	-4	-1.5%
Cc1cc(OCC(=O)NCC2CCC(C(=O)O)CC2)c2c(C)c(Cc3ccccc3)c(=O)oc2c1 (stereo not drawn)	-2%	-6	-2%	2	-2%	-2	-1	5	2.4%
NS(=O)(=O)c1ccc(CCN=Cc2ccccc2O)cc1	3%	-3	4%	1	2%	-2	9	-1	-0.7%
CCN(CC)C(=O)Cn1cc(S(=O)(=O)CC(=O)NCCc2ccc(OC)c(OC)c2)c2ccccc21	-5%	12	0%	4	5%	-2	0	9	-1.6%
COc1ccc(N(C)S(=O)(=O)c2cccc(C(=O)Nc3nc(C)c(C(C)=O)s3)c2)cc1	-4%	-18	-14%	15	-6%	-9	/	-10	-0.2%
Cc1cc(S(=O)(=O)Nc2ncnc3sccc23)ccc1F	-2%	/	-4%	/	-8%	/	/	0	/
O=C(CSc1nc2[nH]c(=O)[nH]c(=O)c2s1)Nc1cccc(F)c1	-5%	-22	0%	2	-8%	-12	-3	-5	0.5%
C[C@@H]1CCCCO[C@@H](CN(C)C(=O)Cc2ccccc2)[C@@H](C)CN([C@H](C)CO)C(=O)c2cc(N(C)C)ccc2O1	-6%	/	-7%	/	-4%	/	/	-3	/
CCN(CC(=O)Nc1c(F)cccc1F)C(=O)CN(C)S(=O)(=O)c1ccc(F)cc1	-1%	-2	-1%	4	2%	-6	-2	-9	-0.2%
Cc1ccc(C)c(N2CCN(C(=O)CCc3nc(-c4cccc(Cl)c4)no3)CC2)c1	0%	/	1%	/	6%	/	/	-5	/
Cc1cccc(Cn2c(=O)c3c(nc4n3CCN4Cc3ccco3)n(C)c2=O)c1	1%	1	-7%	0	-2%	5	-2	-3	-0.7%
CCC(=O)NC(C)C(c1cccs1)N1CCOCC1 (stereo not drawn)	-6%	/	1%	/	-7%	/	/	0	/
CC(C)c1cc(C(=O)Nc2cccnc2)no1	-1%	-16	1%	4	0%	-9	0	-4	0.8%
CCOC(=O)CC1(NC(=O)c2cc(COc3c(F)cccc3F)on2)CCCCC1	-6%	5	2%	9	10%	8	-1	0	2.7%
Cc1cc(C)nc(SCc2ccc(C(=O)N/N=C3\CCCC(=O)C3)cc2)n1	3%	-3	2%	3	-9%	2	-1	4	-0.4%
Cc1cc(N2CCN(S(=O)(=O)c3ccccc3)CC2)nc2c(C)cccc12	1%	4	-2%	4	2%	-7	12	-2	2.5%
COCCCNC(=O)COc1ccc(S(=O)(=O)NCc2ccccc2)cc1Cl	-2%	-13	0%	3	-7%	10	-2	-4	2.7%
C/C(=N\NC(N)=O)c1c(F)cccc1F	-2%	-9	-5%	2	0%	8	14	1	-0.7%
O=C(NCc1cccs1)c1ccc(CS(=O)Cc2ccc(Cl)cc2)o1 (stereo not drawn)	-4%	/	-4%	/	-1%	/	/	1	/
CC(=O)c1cc(C#N)c(NCCCN(C)C)nc1C	-1%	1	0%	3	-11%	-8	0	-3	0.1%
Cc1cc(C(=O)COC(=O)C23CC4CC(CC(O)(C4)C2)C3)c(C)n1C	-3%	/	4%	/	2%	/	/	-4	/
COc1ccc(C)cc1NC(=O)c1ccc([N+](=O)[O-])cc1[N+](=O)[O-]	-5%	4	3%	0	3%	5	-1	2	0.3%
COc1cc(NC(=O)c2csc(N)n2)cc(C(=O)Nc2cccc(C(F)(F)F)c2)c1	-6%&-6%	-3	?	2	0%&-3%	-1	-5	-6&-1	0.1%
CCn1c(=N)n(CC(O)COc2cccc(C)c2)c2ccccc21 (stereo not drawn)	-5%	-4	0%	79*	-18%	/	-4	4	-0.5%
Cc1ccsc1C(=O)OCC(=O)N1CC(=O)Nc2ccccc21	-2%	-2	0%	4	/	-4	-5	0	-0.9%
C=CCc1c(O)c(CC)cc2c(C)cc(=O)oc12	-4%	-14	-8%	1	-3%	-6	-5	-3	4.0%
CC1=NOC(=O)/C1=C/c1ccc(N(C)C)cc1	-2%	10	-1%	1	-17%	-2	-2	-2	-0.6%
Cc1ccc(N2CCN(C(=O)Nc3cccc([N+](=O)[O-])c3)CC2C)cc1 (stereo not drawn)	-3%	/	0%	9	1%	3	-9	-7	-0.6%

The list is partial; count on the stated rates, not on these rows.
